Compound activity as filed in PubChem.
PP1 inh = blocks human PP1-alpha phosphatase, a PP5 counter-screen | P62136 | purified PP1alpha, OMFP fluorescence | inhibition, % at 6.7 µM | actives 0.9% (n = 320,000) | AID 2235;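 active = inhibition above the mean inhibition of all tested compounds plus 3 SD, computed separately for each screening campaign, cut at about 15% in these data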
Target sequence (P62136 whole entry, looked up): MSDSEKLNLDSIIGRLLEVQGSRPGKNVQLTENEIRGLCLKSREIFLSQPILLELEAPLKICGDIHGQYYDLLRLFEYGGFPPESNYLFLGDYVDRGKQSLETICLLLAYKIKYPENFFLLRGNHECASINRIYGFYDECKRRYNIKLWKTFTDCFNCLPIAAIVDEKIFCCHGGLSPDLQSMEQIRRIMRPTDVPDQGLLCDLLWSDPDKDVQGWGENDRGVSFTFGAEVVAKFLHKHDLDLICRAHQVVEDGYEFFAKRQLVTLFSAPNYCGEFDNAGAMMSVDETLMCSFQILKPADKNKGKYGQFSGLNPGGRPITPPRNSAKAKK
Fh CTSL1 inh = blocks F. hepatica cathepsin L1 in PFM18AAP counter-screen; recombinant F. hepatica cathepsin L1, Z-Leu-Arg-MCA fluorescence; AID 1906; inhibition, % at 5.96 µM; actives 0.49% (n = 300,000);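 active = inhibition above the mean of all tested compounds plus 3 SD, set per screening campaign, cut at about 17% in these data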;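 also: 0% = plate median of test compound wells and 100% = 1 µM Z-Phe-Ala-diazomethylketone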
EBNA-1 inh = blocks EBNA-1 binding to DNA | EBNA-1 DNA binding, fluorescence polarization | inhibition, % at 14.8 µM | actives 0.34% (n = 300,000) | AID 1950; in the data active = inhibition above about 28%
PP5 inh = inhibitors of human protein phosphatase 5 (PP5) | AID 1987 | purified PP5c, OMFP substrate fluorescence | inhibition, % at 6.7 µM | P53041 | actives 0.18% (n = 320,000);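 active = inhibition above the campaign's mean inhibition across all tested compounds plus 3 SD, cut at about 9.5% in these data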;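 also: 0% = DMSO only and 100% = 100 µM cantharidin control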
HCV core dimer = blocks dimerization of HCV core protein; AID 1899; inhibition, % at 5 µM; TR-FRET GST/Flag-core106 dimerization, 1536-well; actives 0.33% (n = 300,000);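 active = inhibition above the mean of all tested compounds plus 3 SD, set per screening campaign, cut at about 45% in these data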
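assay system = GST-tagged and Flag-tagged HCV core protein residues 1-106 | controls = unlabelled core106 and no-GST-core106 wells | incubation = compound-protein-antibody incubation 4 h at 22.5 °C | probe or stimulus = Eu donor and XL665 acceptor anti-tag antibodies | read-out = % inhibition based on acceptor/donor emission ratio | signal = TR-FRET 671 and 617 nm emission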
Yeast superoxide = caloric restriction mimetics inhibiting age-related superoxide in yeast; AID 2690; S. cerevisiae aged cells, superoxide DHE fluorescence; hits give low values; superoxide response (% of plate mean), % at 10 µM; actives 0.18% (n = 330,000);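 active = superoxide response under a set limit, about three screen SD below normal, cut at about 65% in these data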;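 also: yeast aged for seven days with compound at 30 °C before DHE staining; 100% = average MFI of all compound-treated wells on the plate with controls excluded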
TPT1 inhibitor = C. albicans TPT1 enzyme inhibition; recombinant caTPT1, FP RNA substrate dephosphorylation; inhibition, % at 5 µM; actives 0.81% (n = 300,000); AID 1962;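 active = inhibition above the mean of all tested compounds plus 3 SD, set per screening campaign, cut at about 24% in these data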;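 also: plate controls were DMSO alone for no effect and ferristatin control at 100 nM for full effect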
ZTA DNA inh = blocks Epstein-Barr virus ZTA, an EBNA-1 counter-screen; AID 2234; ZTA-DNA binding, fluorescence polarization; actives 0.15% (n = 320,000); inhibition, % at 11 µM; P03206; in the data active = inhibition above about 33%
Target sequence (P03206 whole entry, looked up): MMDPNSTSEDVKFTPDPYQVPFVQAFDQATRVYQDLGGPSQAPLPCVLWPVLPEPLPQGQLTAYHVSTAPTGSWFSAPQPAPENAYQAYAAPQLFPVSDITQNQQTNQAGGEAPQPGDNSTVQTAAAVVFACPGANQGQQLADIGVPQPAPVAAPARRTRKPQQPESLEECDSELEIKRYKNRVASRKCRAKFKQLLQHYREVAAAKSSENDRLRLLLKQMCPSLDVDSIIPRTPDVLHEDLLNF
GASC-1 inh = blocks human GASC-1 demethylase activity. GST-JMJD2C(1-420) H3K9me3 demethylation, DELFIA europium. inhibition, % at 2.35 µM. actives 0.069% (n = 330,000). AID 2099;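 active = more than half of a compound's replicate wells show inhibition beyond 50%, single wells judged on their own value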;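 also: signal counts dimethyl H3K9 product captured on neutravidin plate; 0% = median of DMSO wells and 100% = 0.3 times that DMSO median; strong numbers were not always called active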
* hit, by the source's call; . = not tested or not shown. Not a hit list. About 3.1% of those tested had a hit in this group.

structure,PP1 inh,Fh CTSL1 inh,EBNA-1 inh,PP5 inh,HCV core dimer,Yeast superoxide,TPT1 inhibitor,ZTA DNA inh,GASC-1 inh
Cn1c(Cl)nc2ccccc21,0.8,0.4,-3.9,1.3,-2.3,92.5,0.2,6.0,3.7
CC(C)N=C(NC#N)SCC(=O)NC(C)(C)C,-2.4,0.5,11.0,0.3,-3.5,96.8,2.7,-2.1,-5.1
COc1ccc(C(=O)COC(=O)c2ccccc2C(=O)N(C)c2ccccc2)c(OC)c1,-4.9,3.1,-12.3,-1.1,18.4,105.2,4.8,-4.2,0.0
CC(C)c1ccccc1OCC(=O)N(C)CC(=O)Nc1ccc(F)cc1,-5.7,7.0,5.8,-0.5,-0.1,96.4,-5.1,5.2,4.4
O=C(Nc1cc(-c2nc3ncccc3o2)ccc1Cl)c1ccco1,5.1,-5.4,9.3,1.4,2.6,101.9,0.8,1.7,-1.6
O=C(CCc1nnc(-c2ccc3c(c2)OCO3)o1)NCCc1ccccc1F,-1.4,0.3,-7.2,-1.0,3.7,75.5,0.1,-12.0,-4.0
CC(Oc1ccc(Br)cc1Cl)C(=O)Nc1ccncc1 (configuration not stated),-0.9,-1.3,9.0,0.5,5.9,87.7,0.4,-9.0,0.2
Cc1nn(-c2ccc(N3CCCCC3)nn2)c(C)c1CCC(=O)Nc1cc(F)ccc1F,-1.9,6.7,-11.3,2.2,-2.1,101.3,2.1,-0.7,5.6
CCOC(=O)c1ccc(NC(=S)NCc2ccc(F)cc2)cc1,3.8,1.4,-0.2,0.0,-2.5,90.2,4.8,2.9,4.3
CN(C(=O)COC(=O)CCC1CCCCC1)c1c(N)n(Cc2ccccc2)c(=O)[nH]c1=O,8.3,-2.6,-5.6,0.3,5.6,104.3,2.4,-0.8,0.6
O=C(NCCNC1CCC(c2ccccc2)CC1)c1ccc(F)cc1 (configuration not stated),-3.0,-3.1,-13.4,2.1,-6.9,97.7,-0.3,1.6,-1.1
Clc1ccc(-c2nnc3n2CCCC3)cc1,2.2,0.3,-1.3,-1.7,-6.5,90.1,-3.5,-14.5,-1.0
Cc1ccc(-n2c(C)cc(/C=N/NC(=O)CC3(C)OCCO3)c2C)cc1,1.3,3.0,2.6,0.0,-2.6,87.0,2.6,-4.8,-4.8
O=C(O)/C=C/C(=O)NCCC(c1ccccc1)c1ccccc1,1.3,-3.6,-1.0,-2.4,-5.1,101.4,0.8,-0.1,-3.7
CS(=O)(=O)c1nc(S(=O)(=O)c2ccc(Cl)cc2)c(NCCN2CCOCC2)s1,1.1,-1.8,10.3,2.4,4.7,99.5,1.2,9.1,-0.4
O=C1NC2=C(C(=O)CCC2)C(c2ccc3ncccc3c2)N1 (configuration not stated),-2.4,-1.1,4.2,1.5,-7.0,93.5,-3.5,-4.2,8.3
CC1CC(=O)Nc2ccccc2N1C(=O)Cn1cnc2ccccc2c1=O (configuration not stated),-6.1,.,.,-1.7,.,103.2,.,0.0,1.8
CC(Oc1ccc2c(c1)c1ccnc3c4ccccc4c(=O)n2c13)C(=O)NCCN1CCOCC1 (configuration not stated),1.3,6.3,6.0,1.3,5.5,121.5,-0.1,-4.4,-3.1
NS(=O)(=O)c1ccc(CCNC(=O)C(=O)c2c[nH]c3ccccc23)cc1,1.9,4.8,-8.8,-7.8,-0.4,86.9,-1.8,-3.2,-3.0
CC(C)(C)NC(=O)NC(=O)COc1ccc(Br)cc1Br,2.7,3.2,2.6,1.9,-2.2,97.7,1.6,19.0,5.8
O=C(NCc1ccccc1)c1onc(CSc2ccc(F)c(F)c2)c1C(=O)NCc1ccccc1,4.2,1.1,-0.7,4.3,4.8,98.5,-1.6,-1.5,2.8
CC(C)(C)CC(C)(C)N=C1NS(=O)(=O)c2cc([N+](=O)[O-])ccc21,-0.2,4.8,3.9,0.1,1.8,101.0,-2.9,0.7,-2.8
CC(=O)c1ccc(-c2ccc(/C=C(/Sc3n[nH]c(C)n3)C(=O)O)o2)cc1,16.3*,8.1,4.4,1.5,-21.4,88.5,77.7*,16.8,-0.3
O=S(=O)(Nc1nc2ccccc2nc1Cl)c1ccc(Cl)cc1,5.0,1.9,3.0,-3.6,5.9,100.2,1.8,10.1,-3.5
CCN(C(=O)C(C)Sc1ccc(S(=O)(=O)N2CCOCC2)cn1)c1ccccc1 (configuration not stated),0.2,.,.,0.0,.,79.5,.,-14.1,36.0
Cc1c(C(=O)N2CCCC2)c(S(=O)(=O)Nc2ccccc2)c(C)n1C,-1.1,-3.4,-4.1,2.2,-12.6,81.1,-3.0,-19.1,-0.3
COc1ccc(NC(C)=O)cc1NC(C)C(=O)Nc1ccccc1F (configuration not stated),-0.7,-3.1,-2.7,-1.4,-5.1,114.5,1.8,-3.5,10.2
COc1ccccc1CNCC(O)(c1ccc(Cl)cc1)c1ccc(Cl)cc1,8.0,0.7,9.8,2.5,-9.8,93.4,-2.5,0.0,-2.1
Cc1cc(NC(=O)COc2ccc(Cl)cc2Cl)n(-c2ccccc2)n1,1.2,2.0,6.5,1.2,0.5,96.9,-6.0,-5.1,-38.6
O=C(Cc1c(F)cccc1Cl)NCCc1c[nH]c2ccccc12,2.0,-0.1,0.8,2.9,0.8,105.3,-2.1,-3.2,-10.1
O=C(O)c1ccc(NC(=O)c2ccccc2NC(=O)c2ccccc2Br)cc1,4.2,-5.1,2.8,3.0,-3.3,90.5,-1.2,-2.7,7.6
Cc1ccc(C2=NCCn3nc4cc([N+](=O)[O-])ccc4c32)cc1,-3.5,-0.6,0.2,3.6,4.4,106.3,7.6,0.1,-0.8
COCCCn1c(-c2ccccc2Cl)n[nH]c1=S,-3.6,-2.0,-9.7,2.9,-4.5,96.7,-0.2,-16.9,-3.6
CCOC(=O)c1c(NC(=O)C(=O)N/N=C/c2ccccc2OC)sc2c1CCCCC2,-2.9,-4.7,-5.1,-0.1,10.9,114.0,-1.8,-13.9,5.8
Cc1ccc2c(Cl)c(C(=O)Nc3cc(C)on3)sc2c1,6.7,5.3,4.7,2.4,-28.2,99.7,-1.7,12.8,-6.9
CC(Oc1ccc(Cl)cc1)C(=O)Nc1nccs1 (configuration not stated),7.3,-2.7,10.6,3.2,3.2,101.3,-2.1,-0.1,7.7
O=c1c2ccccc2cnn1CCOc1ccccc1,0.9,-0.5,-5.5,2.0,-7.0,89.5,-1.3,-2.6,0.1
COc1ccc(C(=O)NC2CC2)cc1OC1CCN(Cc2ccc(F)c(F)c2)CC1,-0.8,-3.7,9.9,-3.1,3.0,114.3,-1.6,6.9,4.3
COc1cc2c(cc1OC)C(c1cccc([N+](=O)[O-])c1)N(C(=O)c1ccc(F)cc1)CC2 (configuration not stated),1.1,-19.6,4.9,2.5,7.2,111.0,-4.0,-21.5,11.6
O=C(Nc1ccc(S(=O)(=O)N2CCOCC2)cc1)c1ccc(Br)o1,-1.2,-6.0,-6.5,2.3,-4.6,105.3,1.7,-11.7,-7.4
O=C(CNC(=O)c1ccccc1)NCC(=O)OCC(=O)c1ccc(F)cc1,-1.4,-7.2,-9.4,-0.6,-0.9,88.0,2.1,-5.4,5.4
CC(C)(C)NC(=O)c1ccncc1,-2.2,7.5,-12.0,-6.3,-1.9,113.0,-6.0,-11.8,-14.8
CCN(Cc1ccccc1)C(=O)CCc1nc(CN2CCN(C(=O)c3ccc([N+](=O)[O-])cc3)CC2)no1,-1.7,0.3,1.7,2.1,2.2,104.7,-3.3,1.2,-17.1
CCc1cc(=O)[nH]c(SCCc2ccccc2)n1,-0.2,-4.4,-5.5,1.5,-2.4,93.4,-4.2,-5.6,2.0
N#C/C(=C\c1ccc[nH]1)C(=O)c1ccccc1,1.5,-0.9,-2.3,-0.8,-17.3,101.2,-0.3,7.7,-0.6

3 of the compounds above, with two lines to a compound:
The line under a structure holds: PP1 inh | Fh CTSL1 inh | EBNA-1 inh | PP5 inh | HCV core dimer | Yeast superoxide | TPT1 inhibitor | ZTA DNA inh | GASC-1 inh
CCN(Cc1ccccc1)C(=O)CCc1nc(CN2CCN(C(=O)c3ccc([N+](=O)[O-])cc3)CC2)no1
 : -1.7 | 0.3 | 1.7 | 2.1 | 2.2 | 104.7 | -3.3 | 1.2 | -17.1
CCc1cc(=O)[nH]c(SCCc2ccccc2)n1
 : -0.2 | -4.4 | -5.5 | 1.5 | -2.4 | 93.4 | -4.2 | -5.6 | 2.0
N#C/C(=C\c1ccc[nH]1)C(=O)c1ccccc1
 : 1.5 | -0.9 | -2.3 | -0.8 | -17.3 | 101.2 | -0.3 | 7.7 | -0.6

Continued.
structure,PP1 inh,Fh CTSL1 inh,EBNA-1 inh,PP5 inh,HCV core dimer,Yeast superoxide,TPT1 inhibitor,ZTA DNA inh,GASC-1 inh
Cc1cccn2c(CNCCCn3ncc4ccccc43)c(C(=O)N3CCCCC3)nc12,-3.1,0.0,4.9,0.1,-6.8,90.9,-2.9,-10.1,-16.6
O=C(CN1CCC(C(=O)c2ccc(F)cc2)CC1)Nc1ccccc1,4.9,-2.5,3.5,-1.7,-3.5,76.3,4.9,5.9,4.3
O=C(O)CCC(=O)Nc1ccc(N2CCCCC2)c(C(=O)O)c1,1.6,-0.9,2.8,2.0,-7.1,104.0,-2.9,5.4,3.1
COc1cccc(NC(=O)N2CCN(c3cccc(C)c3)C(C)C2)c1 (configuration not stated),-0.7,-0.6,-6.1,4.2,-1.7,99.5,-1.1,-3.5,30.4
O=C(Cc1ccccc1)NCCS(=O)(=O)N1CCN(c2cccc(Cl)c2)CC1,-1.7,0.0,-3.5,0.2,-4.8,104.9,-1.9,-3.1,28.7
C=CCN1C(=O)N(CC=C)c2cccc3cccc1c23,0.6,4.2,0.7,-1.2,5.6,94.9,-0.6,7.1,-8.7
COC(=O)c1ccc(C2C(C(=O)c3ccco3)=C(O)C(=O)N2c2cc(C)on2)cc1 (configuration not stated),7.2,11.3,-0.8,-0.8,11.5,119.8,-0.3,3.2,-0.4
Cc1ccc(-c2cc(-c3ccccc3C)[nH]n2)c(O)c1,5.7,3.1,6.5,4.9,7.3,101.8,-3.2,11.7,-14.5
